Bioassay records from PubChem BioAssay.
DENV2 CPE rescue: inhibitors of DENV2 cytopathic effect, primary screen, cell-based, plate reader, single concentration; DENV2-infected cells, cytopathic effect rescue; CPE inhibition, % at 9.99 µM; 1.7% of 350,000 active; AID 651640, 2012; in the data active = CPE inhibition above about 20%, passing the limit was not always enough; inconclusive = no clear call, values can overlap the other calls; tested in BHK-21 cells;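 note: 0% = median of neutral control wells and 100% = median of positive control wells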
INS-1E GSIS act: GLuc luminescence reporter in INS-1E cells, primary screen for activators of glucose-dependent secretion of insulin. INS-1E GLuc reporter insulin secretion, 2-3 h. activation, % at 16.6 µM. 0.61% of 370,000 active. AID 743287, 2014;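 active = lowest replicate activation of at least 40%, so every replicate reaches that level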;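 note: 0% = median of neutral control wells and 100% = median of IBMX positive control wells; some compounds called inactive have numbers as strong as hits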
RAD54 branch: inhibitors of human RAD54 branch migration, primary screen, biochemical, fluorescence, single point. inhibition, % at 10.4 µM. RAD54 Holliday junction branch migration, FAM/BHQ fluorescence. AID 602329, 2012. 0.14% of 360,000 active;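 active = mean normalized replicate activity at least 40 and at least half of replicates scoring 40 or more; inconclusive = only one of the two criteria met; inactive = mean below 40 and under half of replicates reaching 40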;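 note: 0% = median of neutral control wells and 100% = median of positive control wells; inhibitors cause a drop in the FAM fluorescence signal; in these data hits start at about 50%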
RAD52 inh: RAD52 DNA annealing inhibitors, primary screen, biochemical, FRET, single point, set 2; DNA repair protein RAD52 homolog (Homo sapiens), P43351; inhibition, % at 18.7 µM; AID 651710, 2012; recombinant RAD52 DNA annealing, FRET fluorescence; 0.46% of 360,000 active;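 active = every replicate showing at least 50% inhibition; inconclusive = mean inhibition at least 50% but not in every replicate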
Target sequence (P43351 whole entry, looked up): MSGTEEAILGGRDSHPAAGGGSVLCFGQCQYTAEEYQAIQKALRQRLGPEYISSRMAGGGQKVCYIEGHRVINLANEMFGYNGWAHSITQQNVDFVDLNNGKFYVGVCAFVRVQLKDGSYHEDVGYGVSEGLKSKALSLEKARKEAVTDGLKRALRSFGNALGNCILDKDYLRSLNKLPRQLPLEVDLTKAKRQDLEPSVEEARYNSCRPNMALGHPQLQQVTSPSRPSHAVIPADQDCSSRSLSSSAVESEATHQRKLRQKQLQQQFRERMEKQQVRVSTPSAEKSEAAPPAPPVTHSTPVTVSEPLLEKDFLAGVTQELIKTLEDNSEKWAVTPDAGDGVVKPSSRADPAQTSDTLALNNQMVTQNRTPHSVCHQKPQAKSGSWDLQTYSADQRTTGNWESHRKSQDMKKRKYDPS
E-sel inducer: E-selectin induction in HUVECs, primary screen, imaging, HUVEC, immunofluorescence imaging, single point; normalized: neutral wells 0, TNF-alpha wells 100; activation, % at 7.58 µM; 0.37% of 260,000 active;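 active = mean E-selectin-positive cell signal at least 10% of the positive control, reached in at least 60% of replicates, without over 20% cell loss; inconclusive = no rule given, readout overlaps actives, possibly toxicity-flagged; inactive = the rest, including those meeting only one limit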;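 note: in these data hits start at about 27%; measured in HUVEC primary endothelial cells; signal is the percent of cells scored E-selectin positive by PE staining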
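System: HUVEC, human umbilical vein endothelial cells; quantity: 3,000 cells/well; buffer or medium: EGM-2 medium, gelatin-coated wells; dosing: single-point compound dose; detection: immunofluorescence imaging; evaluation: % PE-positive cells; benchmarks: TNF-alpha, DMSO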
Xi reactivation: activators of inactive X chromosome reactivation, primary screen, imaging, XiGFP fibroblasts, GFP high-content imaging, set 2 | XiGFP mouse fibroblasts, % GFP-positive cells imaging, 3 d; cells co-treated with 5-aza-dC sensitizer; scaled so ellipticine positive control = 100% | activation, % at 7.58 µM | 0.055% of 360,000 active | AID 743238, 2013;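 active = mean normalized replicate activation at least 10% and every replicate at or above 10%; inconclusive = only one of the two criteria met; inactive = mean below 10% and not all replicates reach 10%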;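 note: 0% = median of on-plate neutral control wells and 100% = ellipticine 6 µM median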
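Material: SV40-immortalized XiGFP fibroblast cells, line 68-5-11 | Buffer or medium: DMEM containing 5-aza-dC | Dosing: One concentration, pinned | Times: 3 d treatment, 15 min room-temperature fixation | Controls: Ellipticine 6 µM positive control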
CFTR F508del cor: F508del CFTR correction, initial screen, CFBE line, single point; CFBE cells, YFP halide quenching; stimulated with forskolin plus potentiator P3; % fluorescence drop versus neutral controls; activity (quench increase), % at 7.58 µM; 0.36% of 350,000 active; AID 720511, 2013;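 active = mean added fluorescence quench of at least 8% versus neutral control, with both replicates also reaching 8%; inconclusive = only one of the mean or replicate conditions met; inactive = mean below 8% and not both replicates reaching 8%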;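 note: cells transiently co-express mutant CFTR-F508del with the halide-sensitive YFP; corrector assay measuring rescue of mutant channel to the surface after 24 h compound exposure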
Casp6 inh: human caspase-6 inhibitors, primary screen, biochemical, VEID-R110 fluorescence, single point, set 2; purified caspase-6, Z-VEID-R110 cleavage fluorescence; inhibition, % at 12.5 µM; 0.53% of 350,000 active;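 active = mean inhibition across replicates at least about 35%, with every replicate also reaching that limit, limit read from the data; inconclusive = only one of the two criteria met; inactive = neither criterion met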;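 note: 0% = median of neutral control wells and 100% = no fluorescence left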
Target sequence (P55212 24-179 limits assumed): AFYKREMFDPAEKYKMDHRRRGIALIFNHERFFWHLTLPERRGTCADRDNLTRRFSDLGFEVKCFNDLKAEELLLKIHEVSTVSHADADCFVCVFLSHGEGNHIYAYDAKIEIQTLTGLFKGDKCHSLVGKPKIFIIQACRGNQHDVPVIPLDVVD
Target sequence (P55212 194-293 limits assumed): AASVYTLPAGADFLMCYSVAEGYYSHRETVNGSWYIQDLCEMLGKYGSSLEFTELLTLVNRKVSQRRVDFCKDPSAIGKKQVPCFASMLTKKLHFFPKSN
An asterisk follows results filed as active; u = inconclusive; x = no result given; & = joins results of further samples.

SMILES	DENV2 CPE rescue	INS-1E GSIS act	RAD54 branch	RAD52 inh	E-sel inducer	Xi reactivation	CFTR F508del cor	Casp6 inh
COc1ccc2[nH]cc(CCNC(=O)Cc3c(F)cccc3Cl)c2c1	-8	x	-9	-6	0.8	0.0	-0.9	2
Cc1cc(OCC(O)CNC(C)(C)C)ccc1Cl (stereo not given)	-5	-3	x	-11	x	0.0	0.0	1
Cc1cc(Cl)ccc1C(O)c1ncc(-c2cccc3ccccc23)[nH]1 (stereo not given)	-14	-9	0	-12	-0.1	-0.1	4.2	2
COC(=O)c1ccccc1NC(=O)CCCn1nc([N+](=O)[O-])c(Br)c1C	0	25	8	-12	-0.3	-0.2	-0.1	5
CC(C)NC(=O)N1[C@@H]2CN(C(=O)Nc3ccccc3)c3ccccc3[C@@H]2[C@@H]1CO	-4	-1	-5	-4	0.2	0.1	-3.4	4
N#Cc1ccc(OCC(=O)NNC(=O)C2CCCCC2)cc1	-3	-4	1	-9	x	0.0	1.9	-2
CCN1[C@H](C(=O)NCc2ccccc2)[C@@H](CO)[C@@H]2Cn3c(ccc(-c4ccccc4OC)c3=O)[C@@H]21	-1	1	-2	4	0.1	0.0	0.9	1
COc1ccc2c3c(n(C)c2c1)[C@@H](CO)N(Cc1ccccc1OC)CC31CN(CC2CC2)C1	19	-15	x	8	-0.5	0.4	-0.2	4
O=C(NC[C@H]1CCCO1)c1cccc2c1C(=O)c1ccc(-c3ccc(F)cc3OCc3ccccc3)cc1S2(=O)=O	12	5	6	-21	0.5	0.0	3.6	x
C[C@@H]1CN([C@@H](C)CO)S(=O)(=O)c2ccc(-c3cccc(C(=O)N(C)C)c3)cc2O[C@H]1CN(C)C(=O)Nc1ccccc1	-1	0	6	6	0.3	-0.5	0.7	u
Cc1nn(-c2nc3ccccc3s2)c(N)c1-c1ccccc1	-4	8	14	-8	x	x	0.4	-7
CO[C@H]1CN(C)C(=O)c2ccc(NS(=O)(=O)c3cn(C)cn3)cc2OC[C@H](C)N(CC2CC2)C[C@@H]1C	-1	5	x	-9	-0.1	0.6	4.7	-4
O=C(NCc1csc(-c2cccs2)n1)c1ccccc1	0	-1	x	-30	x	0.0	-1.0	2
COc1cccc(C(=O)N2CCN(Cc3ccc(OC)cc3OC)CC2)c1	-3	x	4	-19	x	-0.2	x	42*
C[C@H]1CN([C@@H](C)CO)C(=O)c2cc(C#CCN(C)C)cnc2O[C@@H]1CN(C)C(=O)Nc1ccccc1F	-5	17	-2	-10	-0.2	-0.2	-1.7	-1
Nc1nonc1-n1nnc(C(=O)N/N=C/c2cccnc2)c1-c1cccs1	-5	3	3	-19	x	0.1	-0.2	-6
O=C1c2ccccc2CN1CCSC(=S)N1CCOCC1	21*	x	-5	-13	x	0.0	-1.1	0
CO[C@H]1CN(C)C(=O)c2ccc(NS(C)(=O)=O)cc2OC[C@@H](C)N(CC2CCOCC2)C[C@H]1C	2	9	6	-9	0.3	0.0	-0.1	4
CCOC(=O)C1CCN(S(=O)(=O)c2ccc3c(c2)NC(=O)C(C)S3)CC1 (stereo not given)	1	12	-2	-7	x	0.0	-1.2	0
C[C@@H]1CCCCO[C@H](CN(C)C(=O)C2CCCCC2)[C@H](C)CN([C@@H](C)CO)C(=O)c2cc(NS(=O)(=O)c3ccccc3)ccc2O1	1	-21	-10	16	-0.4	0.1	-1.4	-1
CNC(=S)N1N=C(c2ccc(OC)cc2)CC1c1ccccc1Cl (stereo not given)	2	10	x	-7	2.3	-0.1	-5.9	-2
CCCCOC(=O)Nc1ccc(S(=O)(=O)Nc2cc(C)nc(C)n2)cc1	0	x	-5	-22	0.1	-0.1	-0.1	2
COc1ccc(N2CCN(C3CCCN(Cc4ccc(F)cc4)C3)CC2)cc1 (stereo not given)	15	0	4	-22	x	0.2	1.8	-3
CC1CCCCN1S(=O)(=O)c1ccc(S(=O)(=O)N2CCN(C)CC2)cc1 (stereo not given)	3	51	-8	-16	x	0.0	1.5	0
Cc1sc2nc(CSC(C)C(=O)Nc3ccc(C#N)cc3)[nH]c(=O)c2c1C (stereo not given)	-14	11	-9	-21	-2.1	0.1	-2.0	5
CO[C@@H]1CN(C)C(=O)c2cc(NC(C)=O)ccc2OC[C@H](C)N(Cc2cc(F)ccc2F)C[C@H]1C	3	-12	-8	-1	-0.3	0.2	1.5	-3
COCC#Cc1ccc([C@H]2[C@H](CO)N3C(=O)CN(C(=O)c4cccnc4)C[C@@H]23)cc1	-1	16	x	0	0.3	0.5	-3.2	1
Fc1ccc(CN2CCN(c3ncnc4scc(-c5ccc(F)cc5)c34)CC2)cc1	6	-26	4	-27	0.0	0.0	-3.3	1
CC(/C=C/c1ccccc1)=N\NC(=O)c1ccc(Br)cc1	-1	-10	-6	-10	x	0.7	0.9	-1
CN(C(=O)COC(=O)Cc1ccc(Br)cc1)c1c(N)n(Cc2ccccc2)c(=O)[nH]c1=O	5	x	2	-5	0.0	0.1	-0.6	3
Cc1onc(-c2c(Cl)cccc2Cl)c1C(=O)O/N=C(\C#N)c1c(Cl)cccc1Cl	-2	14	x	-26	x	-0.1	-1.5	0
COc1cccc(CCNc2ccc(N3C(=O)CC(C)C3=O)cc2[N+](=O)[O-])c1 (stereo not given)	-3	-9	7	-13	5.2	-0.1	0.6	-5
CCN(CC)CCN(C(=O)c1cc2ccccc2cc1OC)c1nc2ccc(F)cc2s1	1	x	11	-6	x	0.3	-1.0	3
CC1CC(C)CN(C(=O)COC(=O)CN2C(=O)c3ccccc3C2=O)C1 (stereo not given)	-1	-13	-8	-2	0.4	0.2	1.0	-3
CC(C)(C)[C@@H]1C=C(C(=O)O)O[C@H](OCCCCO)C1	2	-10	-2	-19	-0.1	-0.3	0.3	0
CN(C)CC(=O)N[C@H]1CC[C@@H](CCNC(=O)C2CC2)O[C@@H]1CO	-5	10	x	8	0.0	-0.2	0.3	2
CC12CCC(C(=O)Nc3cccc(Cl)c3)(C(Br)C1=O)C2(C)C (stereo not given)	-2	-21	-2	2	0.3	0.1	x	0
COc1cc(/C=C2\SC(=O)N(Cc3ccc(Cl)cc3)C2=O)cc([N+](=O)[O-])c1O	-6	2	x	10	-1.9	0.0	0.7	1
Cc1ccc([C@H]2C[C@H](n3cc(COC(=O)c4ccccc4)nn3)[C@@H](O)CN2C(=O)c2cccs2)cc1	-8	-14	7	5	-0.1	0.1	2.5	1
CCN(C(=O)c1cc2c(=O)n3cccc(C)c3nc2n1CCCOC)C1CCCCC1	-3	-52	-8	-4	4.3	0.0	0.2	1
C[C@@H]1CN([C@H](C)CO)S(=O)(=O)c2ccc(C3=CCCCC3)cc2O[C@H]1CN(C)C(=O)Nc1ccc2c(c1)OCO2	0	-9	-13	19	0.7	-0.3	-0.1	0
Cc1ccc(S(=O)(=O)N(C)C[C@@H]2Oc3ccc(N(C)C)cc3CC(=O)N([C@H](C)CO)C[C@H]2C)cc1	1	1	3	-2	-0.2	0.1	-2.0	0
CC(C)(C)OC(=O)N1CCN(C(=O)c2ncn(Cc3ccccc3)c2C(=O)N2CCN(C(=O)OC(C)(C)C)CC2)CC1	2	x	-2	1	0.0	0.1	1.1	0
O=C(Cc1cccnc1)N[C@H]1CC[C@H](CCn2cc(Cc3ccccc3)nn2)O[C@H]1CO	-4	-7	4	-1	-0.2	0.4	-1.3	0
Cc1cc(=O)n2nc(N3CCCC(C(=O)NCCCN4CC(C)CC(C)C4)C3)sc2n1 (stereo not given)	0	10	25	-27	x	0.2	-1.1	x
CC(C)NC(=O)N1C[C@H]2[C@@H](c3ccccc31)[C@@H](CO)N2C(=O)c1ccccn1	115*	9	-7	-8	-0.3	0.1	0.2	-5
CCOc1cc(C2NC(=O)NC(C)=C2C(C)=O)cc(Cl)c1OCC(=O)O (stereo not given)	x	21	5	-13	x	x	x	8
CC(=O)N(C)C[C@H]1Oc2ncc(-c3cccc(F)c3)cc2C(=O)N([C@@H](C)CO)C[C@H]1C	-7	24	-3	1	-0.1	-1.1	-3.7	-2
Cc1c(O)ccc(NC(=O)/C=C/c2ccccc2)c1C	-6	9	x	-2	x	0.0	-0.3	1
CC(C)CC(=O)Nc1ccc(Oc2ccc3c(c2)C(=O)NC3=O)cc1	-4	-8	3	-7	x	0.2	2.2	-1
C[C@H]1CN([C@@H](C)CO)C(=O)Cc2cc(NC(=O)CCN3CCOCC3)ccc2O[C@@H]1CN(C)S(=O)(=O)c1ccc(Cl)cc1	-9	1	9	-8	0.5	-0.4	1.0	2
Cn1c(SCC(=O)NC2CCCC2)nnc1C(F)(F)F	-3	7	-1	-6	x	0.0	3.7	-1
O=C(c1cnccn1)N1CC(=O)N2[C@H](CO)[C@@H](c3ccc(C#CCc4ccccc4)cc3)[C@@H]2C1	4	3	x	-20	-0.3	0.4	-1.7	0
O=C([C@@H]1[C@@H](CO)[C@@H]2Cn3c(ccc(-c4ccccc4)c3=O)[C@@H]2N1Cc1cocn1)N1CCCCC1	-9	2	2	1	0.3	0.3	-0.3	0
CC1CCN(c2ccccc2NC(=O)c2cc([N+](=O)[O-])ccc2N2CCOCC2)CC1	9	3	-3	-8	0.0	0.0	0.2	-1
Cc1ccc2[nH]c(=O)cc(C(=O)OCC(=O)c3ccc(F)cc3)c2c1	10	28	-18	-21	0.6	-0.1	1.3	3
O=C(NCC[C@@H]1CC[C@H](NC(=O)C2CCCCC2)[C@H](CO)O1)c1ccc(F)cc1	x	13	-9	-8	0.6	-0.5	0.7	-2
Cc1noc(C)c1NC(=O)Nc1ccc2c(c1)C(=O)N([C@H](C)CO)C[C@H](C)[C@@H](CN(C)S(=O)(=O)c1ccccc1)O2	-4	2&3	2	-19	0.2&-0.5	-0.4&0.0	-0.7&-1.0	x
COCC#Cc1ccc2c(c1)O[C@H](CN(C)C(=O)CC1CC1)[C@H](C)CN([C@@H](C)CO)S2(=O)=O	10	27	1	-2	-0.2	-0.4	-0.4	0
O=C(Oc1cccc(C(=S)N2CCCCC2)c1)c1ccccc1	-7	-10	-9	-6	x	-0.4	-1.7	1
Cc1noc(C)c1NC(=O)Nc1ccc2c(c1)CC(=O)N([C@H](C)CO)C[C@H](C)[C@@H](CN(C)Cc1ccc(Cl)c(Cl)c1)O2	-3	-19	-1	10	-7.8	-0.1	-2.8	4
Cc1ccc(-n2cc(CN3CCN(Cc4nccn4C)CC3)c(-c3ccc(F)cc3)n2)cc1	u	-16	1	-33	1.9	-0.1	-3.3	-23
